PMI act satM6P = activators of human phosphomannose isomerase at near-saturating mannose 6-phosphate; P34949; coupled PMI enzyme assay, resazurin fluorescence, 20 min; active compounds read high; 1 = untreated enzyme, 0 = substrate-free blank; activation factor at 20 µM; hit rate 0.34% among 190,000; AID 1216;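 active means activation factor of 2 or more at 20 µM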
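Material: human phosphomannose isomerase with PGI, G6PDH, diaphorase coupling enzymes / Reagent: Man-6-P substrate 1.0 mM / Dosing: single compound dose of 20 µM, 1% DMSO final / Incubation: enzyme reaction with compound 20 min at room temperature / Signal: resorufin fluorescence (Ex 544/Em 590 nm) from resazurin via diaphorase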
PPARg SRC3 recr = PPARgamma-driven SRC-3 recruitment agonism | P37231 | biochemical PPARgamma/SRC-3 coactivator recruitment assay | activation, % at 8 µM | hit rate 0.26% among 200,000 | AID 731; in the data active means activation above about 23%;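 further: 0% = DMSO and 100% = reference agonist; some compounds past the cut are filed as inactive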
Target sequence (P37231 whole entry, looked up): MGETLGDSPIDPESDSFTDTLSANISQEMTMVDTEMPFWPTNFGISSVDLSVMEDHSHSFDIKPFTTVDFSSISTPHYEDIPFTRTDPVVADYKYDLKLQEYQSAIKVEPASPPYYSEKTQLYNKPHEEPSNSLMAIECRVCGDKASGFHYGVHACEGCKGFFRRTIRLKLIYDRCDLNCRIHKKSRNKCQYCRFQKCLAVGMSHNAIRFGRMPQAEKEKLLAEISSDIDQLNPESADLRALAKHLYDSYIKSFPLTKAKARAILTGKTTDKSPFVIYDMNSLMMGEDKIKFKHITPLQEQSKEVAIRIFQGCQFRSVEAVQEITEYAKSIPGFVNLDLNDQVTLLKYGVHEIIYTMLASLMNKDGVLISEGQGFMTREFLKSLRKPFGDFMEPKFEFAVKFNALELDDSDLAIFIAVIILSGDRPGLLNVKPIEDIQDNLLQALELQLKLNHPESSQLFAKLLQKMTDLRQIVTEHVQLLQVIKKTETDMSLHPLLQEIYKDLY
PMI activator = increases human mannose-6-phosphate isomerase activity; P34949; purified human PMI, coupled resazurin fluorescence, 20 min; active compounds read high; 1 = vehicle control, 0 substrate-free wells; activation factor at 20 µM; hit rate 0.005% among 190,000;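 active means activation factor of 2 or more at 20 µM, relative to plate controls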
SRC2 TRFRET art = flags TR-FRET format artefacts in PPARgamma SRC-2 recruitment agonist screen | TR-FRET artefact counter-screen; active compounds read high | TR-FRET ratio at 8 µM | hit rate 0.4% among 200,000; in the data active means TR-FRET ratio above about 2000; further: inactives centre near 1500
ROMK primary = modulates human ROMK potassium channel activity. P48048. Tet-inducible ROMK, thallium flux fluorescence; actives lie on both sides. B-score at 10 µM. hit rate 2% among 130,000. AID 1918;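 active means signal ratio slope over the read window, or its plate-corrected B-score, at least 3 SD from the plate mean, either direction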;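 further: B-score of the F/F0 ratio slope over 7 to 12 s after thallium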
Target sequence (P48048 whole entry, looked up): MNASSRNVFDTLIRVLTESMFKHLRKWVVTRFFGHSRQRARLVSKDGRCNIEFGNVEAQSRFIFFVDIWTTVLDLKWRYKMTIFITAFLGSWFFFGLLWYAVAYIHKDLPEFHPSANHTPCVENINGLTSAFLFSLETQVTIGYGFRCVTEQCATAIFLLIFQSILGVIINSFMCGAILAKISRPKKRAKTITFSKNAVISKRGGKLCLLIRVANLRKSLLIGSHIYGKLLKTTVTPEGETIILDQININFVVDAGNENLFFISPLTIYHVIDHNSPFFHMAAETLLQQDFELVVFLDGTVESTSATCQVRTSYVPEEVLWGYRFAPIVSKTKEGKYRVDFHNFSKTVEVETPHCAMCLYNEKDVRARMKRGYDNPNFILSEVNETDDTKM
PPARg SRC1 recr = PPARgamma-driven SRC-1 recruitment agonism; P37231; PPARgamma-SRC-1 coactivator recruitment biochemical assay; activation, % at 8 µM; hit rate 0.41% among 200,000; in the data active means activation above about 19%;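 further: 0% = DMSO and 100% = reference agonist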
Diaphorase act = activates diaphorase or chemically reduces, flagging diaphorase assay artifacts. hit rate 0.005% among 190,000. activation factor at 20 µM. Diaphorase/resazurin coupled assay, resorufin fluorescence, 16 min; active compounds read high; 1 = vehicle wells, 0 = NADH-free wells;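 active means diaphorase activity raised at least twofold by the compound at 20 µM; inactive means activation factor below 2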
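Material: bacterial diaphorase enzyme (C. kluyveri); amount: enzyme 0.07 U/mL final; reagent: NADH substrate 0.114 mM plus resazurin dye 0.1 mM, final; doses: single compound dose of 20 µM, 1% DMSO final; timing: 16 min enzyme reaction, ambient temperature; measured by: fluorescence of resorufin, 544 nm excitation, 590 nm emission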
S1P3 antag = blocks the human S1P3 receptor; hit rate 0.27% among 170,000; inhibition, % at 4.98 µM; CHO S1P3 NFAT-BLA reporter, FRET fluorescence, antagonist mode; Q99500;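 active means inhibition above the plate cutoff, the mean inhibition of test wells on that plate plus 3 SD, cut at about 28% in these data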;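 further: cells challenged with S1P at its EC80 of 0.8 µM; blue over green emission ratio from cleaved BLA substrate after 4 h stimulation; 0% = S1P-stimulated wells and 100% = unstimulated DMSO-only wells; some compounds past the cut are filed as inactive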
G6PDH counter = inhibits Leuconostoc G6PDH, flagging false hits in G6PDH-based assays. Purified L. mesenteroides G6PDH, diaphorase/resazurin coupled fluorescence, 45 min. inhibition, % at 5 µM. hit rate 0.12% among 200,000. AID 1020; in the data active means inhibition above about 50%
Diaph inh CS = inhibits diaphorase or chemically oxidizes, flagging diaphorase assay artifacts. diaphorase resazurin-to-resorufin fluorescence, NADH, 16 min; bacterial (C. kluyveri) enzyme, not human. inhibition, % at 20 µM. hit rate 0.69% among 190,000. AID 1217;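 active means primary screen inhibition at 20 µM above a set limit, cut at about 50% in these data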;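 further: plate controls were DMSO with full reaction for no effect and wells lacking NADH for full effect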
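System: Bacterial diaphorase enzyme (C. kluyveri) | Incubation: 16-min room-temperature incubation before reading | Benchmarks: No-NADH positive control and DMSO neutral control | Measured by: Resorufin fluorescence 544/590 nm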
PPARg SRC-2 ag = promotes SRC-2 coactivator recruitment by human PPARgamma | P37231 | PPARgamma LBD-SRC-2 recruitment, biochemical | activation, % at 8 µM | hit rate 0.34% among 200,000; in the data active means activation above about 22%;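 further: 0% = vehicle and 100% = reference agonist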
Numbers without * were called inactive. Compounds as they come; overall some 3.3% were active at least once.

Results for O=C(COC(=O)C(O)c1ccccc1)c1ccc2c(c1)OCCO2 (stereo not given) ?
PMI act satM6P: 1; PPARg SRC3 recr: 1; PMI activator: 1; SRC2 TRFRET art: 1628; PPARg SRC1 recr: 4; Diaphorase act: 0.8; G6PDH counter: 5; Diaph inh CS: 19; PPARg SRC-2 ag: 3

How did CCOc1ccc(-n2c(=S)sc3c(=O)[nH]c(SCC(=O)N4CCC(C)CC4)nc32)cc1 do in these assays?
PMI act satM6P: 1.1; PPARg SRC3 recr: -14; PMI activator: 0.9; SRC2 TRFRET art: 1427; ROMK primary: 0.26; PPARg SRC1 recr: 3; Diaphorase act: 0.4; G6PDH counter: 0; Diaph inh CS: 62*; PPARg SRC-2 ag: 5

What do the screens show for `CCOc1cc(S(=O)(=O)Nc2ccc(Cl)cn2)ccc1Cl`?
PMI act satM6P: 1.1; PPARg SRC3 recr: 0; PMI activator: 1.1; SRC2 TRFRET art: 1533; ROMK primary: -0.072; PPARg SRC1 recr: 9; Diaphorase act: 0.9; G6PDH counter: 2; Diaph inh CS: 8; PPARg SRC-2 ag: 2

How did N#Cc1c(-c2ccccc2)ccnc1Oc1ccccc1 do in these assays?
PMI act satM6P: 0.9; PPARg SRC3 recr: -1; PMI activator: 0.9; SRC2 TRFRET art: 1522; PPARg SRC1 recr: -5; Diaphorase act: 0.9; G6PDH counter: 9; Diaph inh CS: 12; PPARg SRC-2 ag: 0

Results for Cc1cc(-n2nc(C)cc2C)nc(NS(=O)(=O)c2ccccc2Cl)n1 ?
PMI act satM6P: 1.1; PPARg SRC3 recr: -3; PMI activator: 1; SRC2 TRFRET art: 1454; ROMK primary: 0.25; PPARg SRC1 recr: 2; Diaphorase act: 0.9; G6PDH counter: -4; Diaph inh CS: 5; PPARg SRC-2 ag: 3

How did O=C(CCN1CCOCC1)NNC(=O)/C(=C/c1ccccc1)NC(=O)c1ccccc1 do in these assays?
PMI act satM6P: 1; PPARg SRC3 recr: -2; PMI activator: 1; SRC2 TRFRET art: 1542; ROMK primary: 0.35; PPARg SRC1 recr: -6; Diaphorase act: 1; S1P3 antag: -1; G6PDH counter: 8; Diaph inh CS: 0; PPARg SRC-2 ag: -1

Results for CCOC(=O)C1CCCN(C(=O)N2CCOCC2)C1 (stereo not given) ?
PMI act satM6P: 1.1; PPARg SRC3 recr: 2; PMI activator: 1.1; SRC2 TRFRET art: 1577; ROMK primary: 0.63; PPARg SRC1 recr: 2; Diaphorase act: 0.9; S1P3 antag: -19; G6PDH counter: 0; Diaph inh CS: 6; PPARg SRC-2 ag: -1

How did Cc1ccc(C(=O)NC(=S)NNS(=O)(=O)c2ccccc2)cc1 do in these assays?
PPARg SRC3 recr: 4; SRC2 TRFRET art: 1523; ROMK primary: 1; PPARg SRC1 recr: 4; S1P3 antag: -4; G6PDH counter: 7; PPARg SRC-2 ag: 7

Results for N=C1C(c2ccccc2)=C(O)C2CCc3ccccc3N12 (stereo not given) ?
PMI act satM6P: 1; PPARg SRC3 recr: 5; PMI activator: 1; SRC2 TRFRET art: 1517; PPARg SRC1 recr: -3; Diaphorase act: 1; S1P3 antag: 6; G6PDH counter: -5; Diaph inh CS: 3; PPARg SRC-2 ag: 0

What do the screens show for `O=C(CN1CCN(c2ncccn2)CC1)N(Cc1ccccc1)c1ccc(F)cc1`?
PMI act satM6P: 1; PPARg SRC3 recr: -3; PMI activator: 0.9; SRC2 TRFRET art: 1445; ROMK primary: 0.3; PPARg SRC1 recr: -1; Diaphorase act: 0.8; G6PDH counter: 0; Diaph inh CS: 21; PPARg SRC-2 ag: 0

3 compounds out of the list, arranged by SMILES length, rising:
Results for N=C1C(c2ccccc2)=C(O)C2CCc3ccccc3N12 (stereo not given) ?
PMI act satM6P: 1; PPARg SRC3 recr: 5; PMI activator: 1; SRC2 TRFRET art: 1517; PPARg SRC1 recr: -3; Diaphorase act: 1; S1P3 antag: 6; G6PDH counter: -5; Diaph inh CS: 3; PPARg SRC-2 ag: 0

How did Cc1ccc(C(=O)NC(=S)NNS(=O)(=O)c2ccccc2)cc1 do in these assays?
PPARg SRC3 recr: 4; SRC2 TRFRET art: 1523; ROMK primary: 1; PPARg SRC1 recr: 4; S1P3 antag: -4; G6PDH counter: 7; PPARg SRC-2 ag: 7

What do the screens show for `O=C(CN1CCN(c2ncccn2)CC1)N(Cc1ccccc1)c1ccc(F)cc1`?
PMI act satM6P: 1; PPARg SRC3 recr: -3; PMI activator: 0.9; SRC2 TRFRET art: 1445; ROMK primary: 0.3; PPARg SRC1 recr: -1; Diaphorase act: 0.8; G6PDH counter: 0; Diaph inh CS: 21; PPARg SRC-2 ag: 0

Additional results follow:
Results for CN1CCCC(CC2Oc3ccccc3Sc3ccccc32)C1 (stereo not given) ?
PMI act satM6P: 1.2; PPARg SRC3 recr: 3; PMI activator: 1.1; SRC2 TRFRET art: 1775; ROMK primary: -0.74; PPARg SRC1 recr: 2; Diaphorase act: 1; S1P3 antag: 3; G6PDH counter: 4; Diaph inh CS: -2; PPARg SRC-2 ag: 9

What do the screens show for `COc1ccc(-n2c(N)c(Br)c(=O)[nH]c2=O)cc1`?
PMI act satM6P: 0.9; PPARg SRC3 recr: 8; PMI activator: 0.9; SRC2 TRFRET art: 1829; PPARg SRC1 recr: 8; Diaphorase act: 1; S1P3 antag: -12; G6PDH counter: 1; Diaph inh CS: 2; PPARg SRC-2 ag: 8

How did Cn1c(CCNC(=O)c2ccc(Cl)cc2)n[nH]c1=S do in these assays?
PMI act satM6P: 1.1; PPARg SRC3 recr: 5; PMI activator: 1; SRC2 TRFRET art: 1520; ROMK primary: 1.1; PPARg SRC1 recr: 4; Diaphorase act: 0.9; G6PDH counter: 5; Diaph inh CS: 10; PPARg SRC-2 ag: 3

How did CS(=O)(=O)c1ccc(S(=O)CC(=O)OCc2ccccc2)c([N+](=O)[O-])c1 (stereo not given) do in these assays?
PMI act satM6P: 0.7; PPARg SRC3 recr: -2; PMI activator: 1; SRC2 TRFRET art: 1509; ROMK primary: -5.3*; PPARg SRC1 recr: 2; Diaphorase act: 0.9; S1P3 antag: -5; G6PDH counter: 8; Diaph inh CS: 6; PPARg SRC-2 ag: 3

Results for Cc1ccc(S(=O)(=O)NCC(=O)N(CC(=O)NCc2ccco2)Cc2ccc3c(c2)OCO3)cc1 ?
PMI act satM6P: 0.9; PPARg SRC3 recr: 1; PMI activator: 0.9; SRC2 TRFRET art: 1604; PPARg SRC1 recr: 5; Diaphorase act: 0.9; S1P3 antag: -31; G6PDH counter: 15; Diaph inh CS: 12; PPARg SRC-2 ag: 5

How did CCOC(=O)c1c(NC(=O)C(F)(OC)C(F)(F)F)sc(C(=O)N2CCCCC2)c1C (stereo not given) do in these assays?
PMI act satM6P: 0.9; PPARg SRC3 recr: -3; PMI activator: 0.9; SRC2 TRFRET art: 1742; PPARg SRC1 recr: 1; Diaphorase act: 0.8; S1P3 antag: -4; G6PDH counter: 1; Diaph inh CS: 16; PPARg SRC-2 ag: 4

Results for O=C1NC(=O)/C(=C\c2ccccc2OCc2ccc([N+](=O)[O-])cc2)N1 ?
PMI act satM6P: 1; PPARg SRC3 recr: 4; PMI activator: 1.1; SRC2 TRFRET art: 1584; PPARg SRC1 recr: 7; Diaphorase act: 1; S1P3 antag: 5; G6PDH counter: -6; Diaph inh CS: 3; PPARg SRC-2 ag: 1

Results for Cc1ccc(-c2csc(NC(=O)CSc3nc(C)cc(=O)[nH]3)n2)cc1 ?
PMI act satM6P: 0.9; PPARg SRC3 recr: 9; PMI activator: 0.9; SRC2 TRFRET art: 1563; ROMK primary: -2.8; PPARg SRC1 recr: 6; Diaphorase act: 0.8; G6PDH counter: 13; Diaph inh CS: 17; PPARg SRC-2 ag: 9

What do the screens show for `Cc1ccsc1/C=N/NC(=O)c1cccc(S(=O)(=O)Nc2ccccc2Cl)c1`?
PMI act satM6P: 0.9; PPARg SRC3 recr: 5; PMI activator: 0.9; SRC2 TRFRET art: 1517; PPARg SRC1 recr: 1; Diaphorase act: 0.8; S1P3 antag: 5; G6PDH counter: -9; Diaph inh CS: 22; PPARg SRC-2 ag: 6

What do the screens show for `C/C(=C/C(=O)N1CCN(C)CC1)C(=O)O`?
PMI act satM6P: 1; PPARg SRC3 recr: 2; PMI activator: 1; SRC2 TRFRET art: 1673; ROMK primary: 0.45; PPARg SRC1 recr: 14; Diaphorase act: 0.9; S1P3 antag: -2; G6PDH counter: -7; Diaph inh CS: 6; PPARg SRC-2 ag: 5

What do the screens show for `COc1ccc(C2C(=O)N(C3CCCCC3)CC(=O)N2Cc2ccc3c(c2)OCO3)cc1` (stereo not given)?
PMI act satM6P: 1; PPARg SRC3 recr: -11; PMI activator: 1.1; SRC2 TRFRET art: 1526; PPARg SRC1 recr: -1; Diaphorase act: 0.9; G6PDH counter: 7; Diaph inh CS: 10; PPARg SRC-2 ag: -1

What do the screens show for `O=C(NCc1cccnc1)c1ccc(-c2ccc(Cl)cc2)o1`?
PMI act satM6P: 0.9; PPARg SRC3 recr: 1; PMI activator: 0.9; SRC2 TRFRET art: 1319; PPARg SRC1 recr: -4; Diaphorase act: 0.9; S1P3 antag: -13; G6PDH counter: -2; Diaph inh CS: 14; PPARg SRC-2 ag: -3

How did O=C(CN1CCN(c2ccc(O)cc2)CC1)Nc1cc(S(=O)(=O)N2CCCC2)ccc1Cl do in these assays?
PMI act satM6P: 0.5; PPARg SRC3 recr: 2; PMI activator: 0.8; SRC2 TRFRET art: 1813; PPARg SRC1 recr: 13; Diaphorase act: 0.8; S1P3 antag: 10; G6PDH counter: 6; Diaph inh CS: 23; PPARg SRC-2 ag: 15

What do the screens show for `CC(C)CCn1cnc2c(cnn2-c2ccc(Cl)cc2)c1=O`?
PMI act satM6P: 1; PPARg SRC3 recr: 2; PMI activator: 1; SRC2 TRFRET art: 1703; ROMK primary: -0.0075; PPARg SRC1 recr: 4; Diaphorase act: 0.9; S1P3 antag: -4; G6PDH counter: -1; Diaph inh CS: 6; PPARg SRC-2 ag: 4

What do the screens show for `Cc1ccccc1C(=O)NCCN1CCOCC1`?
PMI act satM6P: 1; PPARg SRC3 recr: -3; PMI activator: 1; SRC2 TRFRET art: 1631; ROMK primary: 0.047; PPARg SRC1 recr: -1; Diaphorase act: 0.9; S1P3 antag: 4; G6PDH counter: 8; Diaph inh CS: 9; PPARg SRC-2 ag: 5

What do the screens show for `COc1ccccc1C1CN(c2ccccc2)N=C1c1cccs1` (stereo not given)?
PMI act satM6P: 1.2; PPARg SRC3 recr: 7; PMI activator: 1.3; SRC2 TRFRET art: 1545; ROMK primary: 1.5; PPARg SRC1 recr: 0; Diaphorase act: 0.7; G6PDH counter: 9; Diaph inh CS: 28; PPARg SRC-2 ag: -2

Screening results as filed in PubChem BioAssay.
